Assay outcomes deposited in PubChem by several laboratories.
Hep lipid drop = modulators of hepatic lipid droplet formation. AML12 mouse hepatocytes, oleate lipid droplets, BODIPY imaging. inhibition, % at 6.5 µM. 240,000 tested, 0.4% active. AID 1656;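 active = lipid droplet intensity inhibited by at least 50%, with more than 500 cells counted; inconclusive = wells with under 300 cells, treated as cytotoxic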
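Material – AML12 mouse liver cells · Also added – oleate loading, 100 µM · Compound dosing – 6.5 µM single-point dosing · Times – overnight treatment with compound plus oleate · Measured by – fluorescence imaging, 20x objective, two fields per well · Read-out – percent inhibition of filter-corrected integrated lipid droplet intensity per well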
bCat nuc transl = alters nuclear translocation of beta-catenin in HeLa cells. immunofluorescence imaging. nuclear translocation activity, % at 5 µM. 190,000 tested, 0.3% active;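 active = nuclear translocation activity above 50% at 5 µM, with a well cell count of 50 or more; inconclusive = wells under 50 cells across six images, flagged as toxic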;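 note: per-cell ratio of nuclear to cytoplasmic median beta-catenin stain intensity; plate controls were DMSO negative control for no effect and GSK-3 inhibitor IX positive control for full effect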
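Test system: human HeLa cell line; Doses: 5 µM primary, 0.02–20 µM confirmation; Incubation: 24 h compound exposure, 37°C; Detection: beta-catenin immunofluorescence imaging with DAPI; Read-out: beta-catenin nuclear/cytoplasmic ratio, % activation.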
Yfh1-off respiration = enhancers of respiration in Yfh1-depleted yeast, dose response, Friedreich's ataxia, plus single-dose screen (AID 1465). one-dose fold induction at 50 µM; EC50 in µM for titrated hits. S. cerevisiae Yfh1-off respiration, WST-1 reduction, 72 h; higher fold induction means a stronger effect. 220,000 tested, 0.074% active;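 active = fold induction of absorbance versus untreated yeast above a set limit, then at least 30% activation at any dose in follow-up; inconclusive = repeats straddling the limit, or above it without dose testing; inactive = fold induction below the set limit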;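 note: activators that raise dye reduction in frataxin-depleted yeast; strong numbers were not always called active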
HEK293 NOD2/NF-kB = inhibition of NOD2-driven NF-kB reporter – cell-based, luminescence, uHTS, HEK293 (AID 1566); inhibition, % at 4 µM, or EC50 in µM where a hit was titrated; 290,000 tested, 0.63% active; HEK293 NOD2/NF-kB luciferase reporter, luminescence; higher % means a stronger effect; in the data active = inhibition above about 50%; note: many of its hits are not listed in these tables
Dynein transport = blocks dynein driven cargo transport along microtubules; AID 1381; z-score, hits read low; 220,000 tested, 0.47% active; 3617.4 mouse cells, GR-EGFP nuclear translocation imaging; test concentration mostly 20 µM; stimulated with dexamethasone, 1 µM; hits give low values;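 active = plate z-score of nuclear minus cytoplasmic receptor signal below a set negative limit, without overly bright fluorescence or cell loss, cut at about -3.5 in these data, passing the limit was not always enough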;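 note: z-score of nuclear minus cytoplasmic ring GR-EGFP intensity difference per well; some compounds called inactive have numbers as strong as hits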
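Buffer or medium: Induction medium lacking tetracycline, stripped serum | Also added: Dexamethasone agonist, 1.0 µM final, for 30 min | Timing: 48 h induction, 1 h compound, 30 min dex at 37 °C | Detection: Formaldehyde fixation, Hoechst nuclear stain, 10x automated fluorescence imaging | Measure: Nuclear versus cytoplasmic GR-EGFP signal, averaged per well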
Autophagy HCS = alters autophagy in cells. MEF GFP-LC3 puncta imaging; test concentration mostly 10 µM. calls only at 10 µM (by protocol). 190,000 tested, 0.98% active;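 active = percentage of spot-positive cells more than 3 SD above its plate mean, without a fluorescence outlier flag or 80% toxicity; inconclusive = no clear call, values can overlap the other calls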;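 note: spot-positive cell cutoff set from DMSO-treated cells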
MT stabilizer = stabilizes microtubules in HeLa cells; % tubulin-high responders, % at 10 µM; AID 2205; 200,000 tested, 0.83% active; HeLa tubulin immunostaining HCS, 24 h; share of cells brighter than vehicle mean+2SD;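 active = plate Z-score above 3 for both tubulin-high and condensed-nucleus cell shares, with cell loss under 80%, at 10 µM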;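 note: anti alpha tubulin signal scored within the nucleus-defined area of each cell; some results filed as inactive read as strong as hits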
WT yeast gro inh = growth inhibition of WT yeast, mitochondrial fusion screen; inhibition, % at 10 µM; mitochondrial fusion phenotypic screen, WT strain; 190,000 tested, 2.1% active; in the data active = inhibition above about 58%; tested in S. cerevisiae
Insulin prom up = MIN6 insulin promoter up-regulation. MIN6 insulin promoter-GFP reporter, high-content imaging; hits give high values. z-score at 5 µM. 190,000 tested, 0.3% active. AID 1625;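 active = z-score above 3 at 5 µM with at least 500 cells counted in the well; inconclusive = wells under 500 cells, flagged as cytotoxic or low count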
WT yeast gro inh mutant strain = further read-out of WT yeast gro inh, marked with its call; inhibition, %; mitochondrial fusion phenotypic screen, mutant strain inhibition
Dynein transport cytoplasmic EGFP = also measured in Dynein transport; calls as there; z-score; measured here: cytoplasmic GR-EGFP intensity; hits give high values
Dynein transport nuclear GR-EGFP = recorded beside Dynein transport, whose call it bears; z-score; measured here: nuclear GR-EGFP intensity;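 lower value marks the stronger effect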
Dynein transport cell count = recorded beside Dynein transport, whose call it bears; z-score; measured here: cell count per field
Insulin prom up cell count = recorded beside Insulin prom up, whose call it bears; cell count; measured here: cytotoxicity, nuclei count;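 total cells summed across four imaged fields per well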
Hep lipid drop cells 6.5 µM = also measured in Hep lipid drop; calls as there; cell count; measured here: cell count, cytotoxicity flag;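 cells counted across two imaged fields per well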
bCat nuc transl cell count 5 µM = also measured in bCat nuc transl; calls as there; cell count; measured here: cell count, cytotoxicity flag
MT stabilizer Hoechst-high % = further read-out of MT stabilizer, marked with its call; % Hoechst-high responders; measured here: nuclear condensation Hoechst responders;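 share of cells brighter than vehicle mean plus two SD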
MT stabilizer cytotoxicity % = also measured in MT stabilizer; calls as there; toxicity, %; measured here: cytotoxicity by cell density;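 0% = mean cell density of plate MIN control wells and 100% = no cells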
Autophagy HCS cell loss 18 h = recorded beside Autophagy HCS, whose call it bears; toxicity, %; measured here: cell loss, nuclei count;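 cell loss after 18 h compound exposure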
Starred values were filed as active, the others as inactive; i = inactive; ? = inconclusive; . = no result given. The list is partial; rates above refer to the full screens.

SMILES	Hep lipid drop	Hep lipid drop cells 6.5 µM	bCat nuc transl	bCat nuc transl cell count 5 µM	Yfh1-off respiration	HEK293 NOD2/NF-kB	Dynein transport	Dynein transport cytoplasmic EGFP	Dynein transport nuclear GR-EGFP	Dynein transport cell count	Autophagy HCS	Autophagy HCS cell loss 18 h	MT stabilizer	MT stabilizer Hoechst-high %	MT stabilizer cytotoxicity %	WT yeast gro inh	WT yeast gro inh mutant strain	Insulin prom up	Insulin prom up cell count
CN(C(=O)COC(=O)CNC(=O)CNC(=O)c1ccc(Cl)cc1Cl)c1ccccc1	0	681	-1.2	1113	i	-8%	1.3	-0.11	0.76	0.2	i	-28	2.8	1.7	4.1	-5	2	0.47	1677
O=C(NCc1ccc(-c2csnn2)cc1)c1cccs1	1	745	0.3	1292	i	8%	0.071	-0.18	-0.084	-0.27	.	.	.	.	.	.	.	.	.
C/C(Cn1cnc([N+](=O)[O-])n1)=N\NC(=O)c1ccc(F)cc1	26	744	-0.6	1140	i	19%	-1.3	-0.2	-0.56	1	i	-1	2.0	2.0	17	-15	3	.	.
COc1ccc([N+](=O)[O-])cc1NC(=O)CC(C)c1ccccc1 (stereo not drawn)	.	.	-0.1	1403	i	14%	-1.3	-0.21	-0.7	0.55	i	-18	2.5	1.7	8.1	-30	12	-0.88	1459
CCOC(=O)Cc1csc(NC(=O)C(CC(C)C)NC(=O)C2CCCCC2)n1 (stereo not drawn)	7	751	-1.5	1085	i	1%	1.6	-0.28	0.86	-0.41	i	-32	1.4	1.9	7.1	-7	-3	0.11	1247
COc1cccc(-c2csc(N3CCN(C(=S)Nc4ccc(Cl)cc4)CC3)n2)c1	.	.	1.1	1374	i	-28%	0.27	-0.15	0.71	0.53	i	14	3.4	0.9	4.0	43	20	-0.47	627
O=S(=O)(/C=C/c1ccccc1)Nc1cccc(S(=O)(=O)NC2=NCCC2)c1	14	662	-0.8	1123	i	-3%	-0.19	-0.27	-0.075	-0.5	i	-4	1.5	2.7	5.9	-7	5	0.17	1363
Cc1ccc(Nc2nc3ccccc3nc2Nc2c(C)n(C)n(-c3ccccc3)c2=O)cc1	23	781	-2.1	557	i	-6%	0.05	-0.26	0.55	0.25	i	-26	4.4	1.9	8.9	9	-14	?	.
O=C(Nc1ncc(Cc2cc(Cl)ccc2Cl)s1)c1ccc([N+](=O)[O-])cc1	.	.	.	.	i	19%	0.22	-0.22	0.28	-0.37	i	29	3.3	0.9	2.1	0	-5	.	.
CCOC(=O)CNC(=O)CNC(=O)Cn1ccc2ccccc2c1=O	-9	806	.	.	i	17%	-0.52	-0.25	-0.11	0.58	i	1	2.4	1.4	4.1	-8	-1	0.74	829
O=C(NCc1ccccn1)c1cc(-c2ccc(Br)cc2)nc2ccccc12	-13	684	-2.8	616	i	-12%	2.8	0.023	1.6	-1.7	i	-18	2.2	2.6	3.1	17	3	-0.2	1404
COc1ccc(N2C(=O)CC(N(CCc3ccc(S(N)(=O)=O)cc3)C(=S)Nc3ccccc3)C2=O)cc1 (stereo not drawn)	-10	730	-1.1	1317	i	-46%	-0.29	-0.25	0.34	1.1	.	.	.	.	.	.	.	0.98	869
CCN(CC)CCCNC(=O)CN1C(=O)CSc2ccc(S(=O)(=O)N3CCOCC3)cc21	2	726	4.9	604	i	5%	-0.15	-0.19	0.54	0.48	i	22	3.9	1.7	7.2	2	-5	0.22	1320
Cc1cnc(C(=O)OCC(=O)N2CCc3ccccc3C2)cn1	.	.	0.7	1165	i	7%	0.077	-0.2	0.6	0.49	i	2	2.2	1.3	2.1	-7	-14	-0.57	1404
Clc1ccccc1-c1nc2nc3ccccc3nc2n1-c1ccc2c(c1)OCO2	0	709	-1.1	976	i	-35%	-0.32	-0.26	-0.21	0.85	i	4	2.8	2.1	5.3	33	-2	-0.41	1073
O=C(c1cccc(C(F)(F)F)c1)N(c1ccccn1)C1CCCCC1	12	700	-0.8	1149	i	11%	-0.85	-0.17	-0.49	0.11	i	-1	2.8	2.2	5.4	7	-4	-0.72	1314
Nc1nonc1-n1nnc(C(=O)O)c1-c1cccs1	-13	728	.	.	i	3%	-0.17	-0.18	0.051	1.2	i	4	1.7	3.6	26	3	15	0.03	739
Cc1nc2scc(-c3ccccc3)c2c(=O)o1	.	.	-1.2	1253	i	24%	-1	-0.14	-0.32	-0.23	i	0	4.4	2.4	12	0	7	-0.13	1517
O=C(CNC(=O)C(c1ccccc1)c1ccccc1)OCC(=O)c1cccs1	-1	551	-0.6	686	i	6%	0.19	-0.24	0.13	0.4	i	-14	1.6	2.1	7.0	-8	12	0.16	1416
O=[N+]([O-])c1ccccc1-c1ccc(/C=N/n2cnnc2)o1	.	.	4.5	1029	i	6%	0.0063	-0.22	0.3	0.48	i	20	1.4	1.1	10	8	-5	-0.81	1578
CC1Cc2ccccc2N1CC(=O)NC(=O)NCc1ccccc1 (stereo not drawn)	-20	662	-0.8	1109	i	8%	-0.26	-0.37	-0.44	1.2	i	7	3.5	1.3	10	-5	6	-0.27	1314
O=C(CCCC(=O)N(CC(=O)NC1CCCCC1)Cc1ccc2c(c1)OCO2)Nc1ccccn1	3	631	-2.0	1083	i	15%	-0.19	-0.13	-0.12	0.55	i	-7	2.4	1.5	7.3	18	11	-0.34	1921
O=C(NCC(=O)N(c1cccnc1)C(C(=O)NCc1ccco1)c1ccccc1)c1ccco1 (stereo not drawn)	.	.	3.2	1119	i	3%	-0.91	-0.23	-0.32	1.5	i	8	3.5	1.7	8.4	16	-12	0.26	1322
O=C(COC(=O)[C@@H]1CC(O)CN1S(=O)(=O)c1ccc([N+](=O)[O-])cc1)NC12CC3CC(CC(C3)C1)C2 (stereo partly drawn)	8	647	-0.5	1011	i	-1%	-0.47	-0.17	-0.39	-0.25	i	1	5.9	2.6	5.6	-1	3	0.8	1439
O=C1CCC(=O)N1CC(=O)N1c2ccccc2Sc2ccccc21	0	729	-2.4	1216	i	11%	-1.4	-0.21	-0.32	0.71	i	14	1.4	1.4	8.2	-8	-19	-0.41	1235

More compounds follow.
SMILES	Hep lipid drop	Hep lipid drop cells 6.5 µM	bCat nuc transl	bCat nuc transl cell count 5 µM	Yfh1-off respiration	HEK293 NOD2/NF-kB	Dynein transport	Dynein transport cytoplasmic EGFP	Dynein transport nuclear GR-EGFP	Dynein transport cell count	Autophagy HCS	Autophagy HCS cell loss 18 h	MT stabilizer	MT stabilizer Hoechst-high %	MT stabilizer cytotoxicity %	WT yeast gro inh	WT yeast gro inh mutant strain	Insulin prom up	Insulin prom up cell count
Cc1cc(C(=O)NNC(=O)CCN2CCN(c3ccccc3)CC2)c2ccccc2n1	-18	663	0.8	1155	i	-18%	-0.27	-0.18	0.019	0.43	i	-3	3.1	1.9	4.9	-9	7	0.39	1309
Fc1ccc2c(c1)[C@H]1OCC[C@H]1[C@@H](c1ccco1)N2	-17	724	2.6	989	i	8%	-1	-0.26	-0.61	-0.19	i	17	1.8	1.2	2.5	3	4	.	.
Cn1cc(S(=O)(=O)CC(=O)N2CCc3ccccc32)c2ccccc21	.	.	.	.	i	8%	0.22	-0.27	0.12	0.45	i	-1	3.8	4.3	10	-3	-4	1.1	881
CCNC(=O)CC1C(=O)N(c2ccc(C)cc2)C(=O)N1Cc1ccccn1 (stereo not drawn)	-5	796	-1.8	1065	i	16%	-1.1	-0.26	-0.74	1	i	0	3.6	1.9	4.8	14	3	0.67	1235
O=C1NCCN1CCNS(=O)(=O)c1ccc2ccccc2c1	.	.	3.0	1429	i	11%	0.029	-0.093	0.11	-0.099	i	7	3.6	1.9	8.7	4	0	0.37	1493
CCC(=O)N(C)/C=C1\Sc2ccccc2C1=O	.	.	0.2	1286	i	13%	0.91	-0.18	0.59	-1.1	i	-1	3.0	1.8	3.0	0	13	0.18	1659
O=C(NCN1C(=O)C2C3C=CC(C3)C2C1=O)OC1CCCCC1 (stereo not drawn)	.	.	-0.8	797	i	-7%	0.72	-0.22	0.23	-0.5	i	-2	4.6	1.5	6.6	2	3	0.24	1599
CSc1ccc(C2CC(=O)Nc3nc(SC)[nH]c(=O)c32)cc1 (stereo not drawn)	3	681	-0.7	1070	i	4%	-0.76	-0.19	-0.45	0.43	i	7	3.2	1.6	3.0	2	-11	-1.5	1296
O=C(NNC1=NCCC1)c1cccc(S(=O)(=O)N2CCCCC2)c1	-9	626	0.9	1100	i	-1%	0.6	-0.13	0.28	-0.52	i	-1	2.3	2.3	5.2	8	4	0.47	1625
O=C(NCc1cccnc1)c1ccc(CS(=O)(=O)c2ccc(Br)cc2)o1	.	.	.	.	i	7%	0.52	-0.077	0.39	-1.1	i	-3	3.4	1.5	1.8	12	-1	0.62	1014
COCc1cc(C)nc(N)c1C#N	.	.	0.4	1099	i	5%	.	.	.	.	.	.	.	.	.	9	13	-0.35	1298
